# Screening data deposited in PubChem BioAssay by several laboratories.
# V1R ag counter – counter-screen for oxytocin receptor agonists: human V1a receptor agonists | hit rate 0.25% among 320,000 | P37288 | CHO-V1R cells, Fluo-8 calcium fluorescence, agonist mode; 0% DMSO, 100% 3 nM vasopressin | activation, % at 3 µM | AID 2797;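 active means activation above the mean activation of all tested compounds plus 3 SD, per screening run, cut at about 20% in these data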;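 further: signal is peak over basal fluorescence ratio across a 100 second FLIPR read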
# GPR7 antagonist – blocks human GPR7 receptor signaling; P48145; GPR7-expressing cells, fluorescence antagonist assay; inhibition, % at 4.4 µM; hit rate 1.1% among 290,000; AID 1861; in the data active means inhibition above about 16%, passing the limit was not always enough;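 further: cells stimulated with the agonist NPW; 0% = agonist with vehicle and 100% = vehicle without agonist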
# Target sequence (P48145 whole entry, looked up): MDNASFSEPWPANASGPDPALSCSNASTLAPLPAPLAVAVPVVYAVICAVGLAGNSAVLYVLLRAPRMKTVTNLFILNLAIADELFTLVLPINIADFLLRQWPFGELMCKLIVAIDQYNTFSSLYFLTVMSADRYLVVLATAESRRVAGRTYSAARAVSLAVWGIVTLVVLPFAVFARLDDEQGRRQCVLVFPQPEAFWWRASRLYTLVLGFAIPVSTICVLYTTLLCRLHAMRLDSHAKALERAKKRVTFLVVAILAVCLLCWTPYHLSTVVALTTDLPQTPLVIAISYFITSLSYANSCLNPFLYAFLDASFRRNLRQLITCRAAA
# MEKK2wt PB1 HTS – raises or lowers MEK5 binding to wildtype human MEKK2 PB1 domain. binding response (% of control), % at 10 µM. bead flow cytometry, Alexa488-MEK5 binding to MEKK2 WT; actives lie on both sides. AID 1531. hit rate 1.1% among 290,000. Q9Y2U5; in the data active means binding response below about 67% or above about 130%
# OXTR potentiate – human OXTR potentiation | activation, % at 3 µM | CHO-OTR cells, Fluo-8 calcium fluorescence, potentiator mode; 0% = oxytocin EC15, 100% = EC100 | AID 2445 | hit rate 0.061% among 320,000;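 active means activation above that plate's cutoff, the mean activation of tested compounds plus 3 SD, cut at about 6.6% in these data, passing the limit was not always enough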;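 further: 100% uses oxytocin at 75 nM as the full agonist control; some results filed as inactive read as strong as hits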
# Target sequence (P30559 whole entry, looked up): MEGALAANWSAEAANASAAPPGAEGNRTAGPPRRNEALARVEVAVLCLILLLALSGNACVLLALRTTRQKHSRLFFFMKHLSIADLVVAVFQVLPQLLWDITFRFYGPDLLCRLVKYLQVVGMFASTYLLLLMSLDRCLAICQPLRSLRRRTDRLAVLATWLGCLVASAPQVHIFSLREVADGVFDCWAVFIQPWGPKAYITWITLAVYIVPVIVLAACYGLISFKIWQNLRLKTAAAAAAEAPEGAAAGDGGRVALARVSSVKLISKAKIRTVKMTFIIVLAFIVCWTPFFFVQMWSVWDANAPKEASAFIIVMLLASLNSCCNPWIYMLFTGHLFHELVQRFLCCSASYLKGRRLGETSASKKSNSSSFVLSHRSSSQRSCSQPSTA
#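 Assay system: CHO cell line stably expressing human OTR | Also added: Oxytocin at about EC15, sub-maximal agonist stimulus | Times: Compound 6 min at room temperature before oxytocin, 100 s read | Measured by: Fluo-8 intracellular calcium fluorescence, ex 470-495, em 515-575 nm | Controls: EC15 oxytocin alone as 0%, 75 nM oxytocin as 100%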
# M18AAP inhibitor – blocks P. falciparum M18 aspartyl aminopeptidase; recombinant PfM18AAP, H-Glu-NHMec fluorogenic cleavage; inhibition, % at 7.35 µM; hit rate 1.2% among 290,000;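 active means inhibition above the campaign mean inhibition over all tested compounds plus 3 SD, cut at about 28% in these data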;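 further: 0% = plate median of test compound wells and 100% = 2 mM ZnCl2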
# OXTR agonist – human OXTR agonism. P30559. CHO-OTR cells, Fluo-8 calcium fluorescence; normalized: DMSO 0%, oxytocin 100%. activation, % at 3 µM. hit rate 0.32% among 320,000. AID 2435;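 active means activation above the mean of all tested compounds plus 3 SD, cutoff set per screening run, cut at about 20% in these data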;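 further: peak over basal fluorescence ratio from a 100 s FLIPR kinetic read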
# MEKK2 mut-MEK5 – signal of MEK5 binding to mutant human MEKK2 PB1 domain; percent response, % at 10 µM; bead flow cytometry, Alexa488-MEK5 binding to MEKK2 mutant; hit rate 0.35% among 290,000; in the data active means percent response above about 24%, passing the limit was not always enough; further: inactives centre near 1; some results filed as inactive read as strong as hits
# GalR3 antagonist – human GalR3 antagonism; O60755; HEK293 GalR3-CNG cAMP membrane potential fluorescence; galR3 body fused to GalR1 C-terminus; inhibition, % at 3 µM; hit rate 0.44% among 360,000; AID 651719;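 active means inhibition above the screen-wide average plus 3 SD, cut at about 13% in these data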;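 further: forskolin and galanin both at EC90 stimulate the cells; cAMP rise reported by CNG channel membrane potential dye signal; 0% = forskolin plus galanin with DMSO and 100% = forskolin alone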
# Target sequence (O60755 1-299 limits assumed): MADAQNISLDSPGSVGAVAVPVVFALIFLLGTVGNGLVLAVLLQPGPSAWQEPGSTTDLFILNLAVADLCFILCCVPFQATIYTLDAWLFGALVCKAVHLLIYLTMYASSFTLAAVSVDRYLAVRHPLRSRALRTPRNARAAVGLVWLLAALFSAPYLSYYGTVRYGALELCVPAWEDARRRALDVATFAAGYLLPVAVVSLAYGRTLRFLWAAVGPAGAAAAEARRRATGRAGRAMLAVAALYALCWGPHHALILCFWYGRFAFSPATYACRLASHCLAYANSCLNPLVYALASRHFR
# NALP1 inh – inhibitors of NALP1 inflammasome in yeast; S. cerevisiae NALP1/ASC/caspase-1 growth, X-gal OD620, 72 h; inhibition, % at 10 µM; hit rate 0.61% among 280,000; AID 2071; in the data active means inhibition mostly above about 24%, no sharp cut-off; inactive means mostly below about 32%; further: some compounds called inactive have numbers as strong as hits
# * hit, by the source's call; / = not tested or not shown; [ ] = dose if it differs, or a comment.
SMILES,V1R ag counter,GPR7 antagonist,MEKK2wt PB1 HTS,OXTR potentiate,M18AAP inhibitor,OXTR agonist,MEKK2 mut-MEK5,GalR3 antagonist,NALP1 inh
COc1cccc(Oc2nc3ncn(Cc4ccccc4)c3c(=O)n2C)c1,-1.0,-8,97,-7,5,-0.4,5,-2,10
COC(=O)N1CCN(S(=O)(=O)c2ccc(F)cc2)CC1,0.2,-8,97,-1,4,0.6,-5,-6,6
CN(C)S(=O)(=O)c1cccc(NC(=O)CCCc2nc3ccccc3c(=O)[nH]2)c1,1.3,/,/,-2,/,0.2,/,-4,/
COc1ccc(N2C(=O)C3CCCN3C2c2ccc(C)cc2)cc1 (stereo not drawn),0.1,-10,93,-2,-8,-1.3,-3,0,-2
CC(=O)N1CCN2C(=O)C1CCCC(=O)c1cc(C3CCCCC3)ccc12 (stereo not drawn),6.8,-10,91,-7,1,1.1,-2,3,3
Cc1ccc(CNC(=O)c2cc(Cl)cc(Cl)c2)n1C,-0.4,7,105,-11,18,-0.2,4,-9,11
N#Cc1ccccc1COC(=O)CCC(=O)c1cccs1,0.0,/,/,-4,/,0.0,/,-4,/
Cc1c(CN2CCN(c3cccc(C(F)(F)F)c3)CC2)c(=O)n(-c2ccccc2)n1C,1.7,-9,107,-4,-2,1.8,4,-3,13
CCc1ccc(-c2nc(CSCC(=O)N3CCN(c4ccccn4)CC3)c(C)o2)cc1,9.0,0,102,-7,2,9.3,2,-2,5
O=S(=O)(c1cccc(C(F)(F)F)c1)N1CCN(c2ccccc2)CC1,-1.2,6,106,-9,5,-1.3,4,-6,18
O=C(COc1ccc(OCc2ccccc2)cc1)NC1CCOC1=O (stereo not drawn),6.2,7,94,-10,-2,4.2,0,-5,17
O=S(=O)(c1ccc(OCC2CO2)cc1)c1ccc(OCC2CO2)cc1 (stereo not drawn),2.3,-9,100,-6,2,1.6,4,0,3
O=C(c1ccc(COc2ccccc2Br)cc1)N1CCCCC1,-0.5,25*,107,-19,-15,0.6,8,1,52
COc1ccc(/C=C/C(=O)NCc2ccccn2)cc1,1.2,6,106,-6,-2,0.2,-1,-6,25
Cc1ccc(OC(=O)c2ccc(S(=O)(=O)N(C)C)cc2)c(-n2nc3ccccc3n2)c1,1.7,-4,97,0,-16,0.3,-1,-6,0
Cc1ccc(NC(=O)CC2SC(=O)NC2=O)cc1 (stereo not drawn),-0.4,-15,94,-4,-5,0.0,-1,-8,1
Cc1[nH]c2ccccc2c1SCC(=O)N1CCOCC1,0.4,5,109,-2,3,0.1,10,/,12
COCCSc1ccccc1C(=O)N1CCCC1,0.1,-1,96,7,11,0.1,-2,-5,28
O=C(O)C1CCCCC1C(=O)NC1CCCCC1 (stereo not drawn),1.1,0,102,-1,6,0.4,5,-4,17
Cc1onc(-c2c(F)cccc2Cl)c1C(=O)OCc1cnc(Cl)s1,-1.0,1,75,-9,-1,-2.8,-14,-3,-10
NC(=O)C(CC(=O)O)NC(=O)[C@@H]1CCOc2c(I)cc([N+](=O)[O-])cc2C(=O)N[C@@H](CCC(=O)O)C(=O)N[C@@H](CO)C(=O)N1 (stereo partly drawn),0.6,-6,99,-12,4,-0.7,6,/,41
O=C(NCc1ccc2c(c1)OCO2)C(=O)NCC1OCCN1S(=O)(=O)c1ccc(Cl)cc1 (stereo not drawn),7.2,3,102,-16,6,4.4,0,-3,10
CN(C)c1ccc(C(C(=O)NC2CCCC2)N(C(=O)c2csnn2)C2CC2)cc1 (stereo not drawn),-0.3,-7,104,-10,-5,-0.1,-1,-9,12
Cc1ccc(NC(=O)Cn2cccc2)c(Br)c1,-1.3,-13,107,-2,-1,-1.6,6,-4,13

# A portion from further up:
SMILES,V1R ag counter,GPR7 antagonist,MEKK2wt PB1 HTS,OXTR potentiate,M18AAP inhibitor,OXTR agonist,MEKK2 mut-MEK5,GalR3 antagonist,NALP1 inh
NC(=O)C(CC(=O)O)NC(=O)[C@@H]1CCOc2c(I)cc([N+](=O)[O-])cc2C(=O)N[C@@H](CCC(=O)O)C(=O)N[C@@H](CO)C(=O)N1 (stereo partly drawn),0.6,-6,99,-12,4,-0.7,6,/,41
O=C(NCc1ccc2c(c1)OCO2)C(=O)NCC1OCCN1S(=O)(=O)c1ccc(Cl)cc1 (stereo not drawn),7.2,3,102,-16,6,4.4,0,-3,10
CN(C)c1ccc(C(C(=O)NC2CCCC2)N(C(=O)c2csnn2)C2CC2)cc1 (stereo not drawn),-0.3,-7,104,-10,-5,-0.1,-1,-9,12
Cc1ccc(NC(=O)Cn2cccc2)c(Br)c1,-1.3,-13,107,-2,-1,-1.6,6,-4,13

# Back to the main list, repeating the three entries before the break.
SMILES,V1R ag counter,GPR7 antagonist,MEKK2wt PB1 HTS,OXTR potentiate,M18AAP inhibitor,OXTR agonist,MEKK2 mut-MEK5,GalR3 antagonist,NALP1 inh
O=C(NCc1ccc2c(c1)OCO2)C(=O)NCC1OCCN1S(=O)(=O)c1ccc(Cl)cc1 (stereo not drawn),7.2,3,102,-16,6,4.4,0,-3,10
CN(C)c1ccc(C(C(=O)NC2CCCC2)N(C(=O)c2csnn2)C2CC2)cc1 (stereo not drawn),-0.3,-7,104,-10,-5,-0.1,-1,-9,12
Cc1ccc(NC(=O)Cn2cccc2)c(Br)c1,-1.3,-13,107,-2,-1,-1.6,6,-4,13
COc1ccc(CN2CCN(Cc3ccco3)CC2)cc1,2.5,-12,100,-10,-3,1.6,0,-7,26
CCc1nnc(NC(=O)CSc2nnc(CSc3nc(C)cc(C)n3)n2C)s1,-0.4,-4,92,-8,-4,0.0,-7,-4,2
Cc1ccccc1SCCNC(=O)c1ccccc1Br,-0.5,-3,97,4,-2,-2.6,-5,-4,-14
FC(F)(F)c1cccc(OCC2CNC(=S)O2)c1 (stereo not drawn),0.2,-11,78,-7,5,-0.1,6,-9,-1
COc1cc(OC)c(Cl)cc1N,7.7,4,100,-1,7,0.6,-2,0,11
O=C(Cc1csc(NC(=O)Nc2cccc(Cl)c2)n1)NC1CCCC1,10,/,/,-21,/,5.7,/,-2,/
COc1ccc(S(=O)(=O)N2CCCCCC2)cc1C(=O)N(C)CC(=O)Nc1ccccc1C(F)(F)F,2.1,/,/,-8,/,-1.2,/,-4,/
Cn1c(-c2ccc(F)cc2)cnc1NCc1ccc(F)cc1F,/,16,99,/,7,/,-1,1,28
CCOc1ccc(N2C(=O)CC(Sc3nccc(C)n3)C2=O)cc1 (stereo not drawn),0.7,-5,101,-3,3,-0.8,4,1,1
CC1CN(C(=O)c2ccc(COc3ccc4ccccc4c3)o2)CC(C)O1 (stereo not drawn),3.3,-4,89,1,6,-0.3,-10,0,5
CCN(CC(=O)Nc1ccc(NC(C)=O)cc1)C(=O)c1cc(CN2C(=O)c3ccccc3C2=O)ccc1OC,-0.4,/,/,-2,/,-0.9,/,-4,/
COc1ccccc1Nc1nc(N)nc(CN2CCC(Cc3ccccc3)CC2)n1,1.9,-2,104,-11,-1,1.4,-1,2,-6
CCSC1=NC2(CCCCC2)Nc2sc3c(c21)CCCC3,-1.0,6,2.0*[inhibitor],-14,-4,0.2,-16,-4,-4
CC(C)c1nc(SCC(=O)Nc2nccs2)c2ccccc2n1,2.0,-11,102,-3,-8,0.3,-1,-5,13
CCCC(C(=O)NCCC(C)C)N(Cc1ccc(F)cc1)C(=O)c1snc(C(N)=O)c1N (stereo not drawn),-0.7,-4,105,-1,2,-2.9,4,-5,15
CCOC(=O)C1(Cc2cccc(Cl)c2)CCCN(C(=O)c2cccnc2)C1 (stereo not drawn),1.8,0,95,-16,2,-0.8,-8,-8,9
CC(=O)c1cccc(NC(=S)N2CCC(Cc3ccccc3)CC2)c1,2.4,-8,100,-11,3,0.8,-1,-4,18
CCO[C@@H]1OC(C(=O)O)=C[C@H](c2csc3ccccc23)[C@H]1CCCO,0.7,-11,109,4,8,-0.5,8,-2,10
CCn1c(SCC(=O)Nc2ccc3c(c2)oc2ccccc23)nnc1-c1ccc(N)cc1,3.5,5,104,-10,-2,-1.3,2,-8,22
N#CCC(=N)N1CCN(c2ccccc2Cl)CC1,-0.8,-16,105,-12,4,-0.5,2,-6,29
O=C(CN1CCC(C(=O)c2ccc(F)cc2)CC1)Nc1ccc(F)cc1,6.1,1,66,-19,-6,4.5,2,-6,-2
CCCN1CCN(C(=O)c2cc(COc3ccc(F)cc3F)on2)CC1,1.5,-2,102,-4,3,0.1,8,-4,6
Cc1ccc(C)c(OCc2cc(C(=O)N3CCN(c4ccccc4)CC3)no2)c1,0.5,-12,100,-7,4,0.3,-2,3,6
CCn1c(SCC(=O)NCC2CCCO2)nnc1-c1ccccc1OC (stereo not drawn),-0.4,/,/,0,/,-0.4,/,-2,/
CCC1(C)Cc2ccccc2-c2nc3n(c(=O)c21)CC(C(=O)O)S3 (stereo not drawn),0.1,6,107,-2,0,-0.4,6,-5,4
CC(C)CSc1nnc(N)s1,1.1,5,112,-8,-7,0.2,4,14*,10
O=c1c2ccccc2nc2n1CC/C2=C\N1CCN(c2ccc([N+](=O)[O-])cc2)CC1,2.1,/,/,-5,/,1.4,/,-3,/
O=C(C[C@H]1C/C=C\C[C@@H](Cc2ccc(F)cc2)C(=O)O[C@@H](c2ccccc2)CNC1=O)N[C@@H](CO)Cc1ccccc1,1.4,/,/,3,/,1.2,/,-3,/
Clc1ccc(-c2cc3ccccc3nc2N2CCCC2)cc1,2.7,-16,94,-14,5,-1.9,-8,0,29
CC(C)(C)c1ccc(OC(=O)c2ccccc2)cc1,0.7,3,93,0,-2,-1.0,12,-8,10
CC(C)(C)c1ccc(C(=O)NCCC(=O)NC2=NCCS2)cc1,3.7,/,/,-4,/,2.6,/,-5,/
COc1ccc2c(C)cc(SCC(=O)NC3CCCCC3)nc2c1,-0.8,/,/,-1,/,-1.4,/,-4,/
O=C(c1nn(Cc2ccccc2)c(=O)c2ccccc12)N1CCc2ccccc2C1,-1.4,8,98,2,-8,-2.2,-2,-2,18
CC(C)Oc1cccc(C(=O)NC(=S)Nc2ccccc2)c1,0.5,-2,97,1,3,-1.1,-1,-4,27
Cc1cc(NS(=O)(=O)c2ccc(NC(=O)CSc3nnc(-c4ccco4)n3C)cc2)nc(C)n1,0.9,-6,111,-6,-2,-0.2,1,-4,29
COCc1c(C(=O)N/N=C(/C)c2cccs2)nnn1-c1nonc1N,-0.2,-10,98,1,0,0.4,-1,-8,-3
COCCc1ncc(CN2CCC(C(=O)Nc3cccc(-c4cscn4)c3)CC2)cn1,-0.3,0,102,-14,4,-2.4,-1,-2,19
